# CHRM1 antagonist – blocks human M1 muscarinic receptor; AID 588852; inhibition, % at 3 µM; 360,000 tested, 1.3% active; P11229; CHO-K1 hM1, Fluo-8 calcium fluorescence, ACh EC80 antagonist;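 active means percent inhibition above its own plate's cutoff, namely the mean of that plate's compound wells plus 3 SD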;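 further: peak over basal fluorescence ratio during 140 s after agonist addition; 0% = ACh EC80 plus DMSO and 100% = DMSO alone without agonist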
# Target sequence (P11229 whole entry, looked up): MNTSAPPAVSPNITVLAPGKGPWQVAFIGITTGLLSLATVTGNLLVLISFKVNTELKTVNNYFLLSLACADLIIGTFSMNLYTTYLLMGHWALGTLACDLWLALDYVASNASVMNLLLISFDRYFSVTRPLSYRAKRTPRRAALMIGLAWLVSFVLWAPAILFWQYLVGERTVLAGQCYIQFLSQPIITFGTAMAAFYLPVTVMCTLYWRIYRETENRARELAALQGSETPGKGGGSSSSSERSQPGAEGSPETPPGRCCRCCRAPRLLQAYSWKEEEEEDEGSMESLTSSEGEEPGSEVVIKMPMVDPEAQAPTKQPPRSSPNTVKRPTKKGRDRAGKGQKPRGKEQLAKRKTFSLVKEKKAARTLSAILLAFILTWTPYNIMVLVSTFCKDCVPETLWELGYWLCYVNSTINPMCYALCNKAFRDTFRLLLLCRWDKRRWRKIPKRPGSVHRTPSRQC
# CHRM1 PAM – human CHRM1 positive allosteric modulation. P11229. CHO-K1 hM1, Fluo-8 calcium fluorescence, ACh EC20; 0% = ACh EC20, 100% = maximal ACh. activation, % at 3 µM. 360,000 tested, 0.088% active. AID 588819; in the data active means activation above about 19%, passing the limit was not always enough
# CHRM5 antagonist – antagonists of human muscarinic M5 receptor (CHRM5); 360,000 tested, 0.59% active; inhibition, % at 3 µM; CHO-hM5 cells, Fluo-8 calcium fluorescence, ACh EC80;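 active means inhibition above a per-plate cutoff, the mean of that plate's test compounds plus 3 SD, cut at about 27% in these data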;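 further: 0% = acetylcholine EC80 with DMSO and 100% = DMSO without agonist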
# Target sequence (P08912 whole entry, looked up): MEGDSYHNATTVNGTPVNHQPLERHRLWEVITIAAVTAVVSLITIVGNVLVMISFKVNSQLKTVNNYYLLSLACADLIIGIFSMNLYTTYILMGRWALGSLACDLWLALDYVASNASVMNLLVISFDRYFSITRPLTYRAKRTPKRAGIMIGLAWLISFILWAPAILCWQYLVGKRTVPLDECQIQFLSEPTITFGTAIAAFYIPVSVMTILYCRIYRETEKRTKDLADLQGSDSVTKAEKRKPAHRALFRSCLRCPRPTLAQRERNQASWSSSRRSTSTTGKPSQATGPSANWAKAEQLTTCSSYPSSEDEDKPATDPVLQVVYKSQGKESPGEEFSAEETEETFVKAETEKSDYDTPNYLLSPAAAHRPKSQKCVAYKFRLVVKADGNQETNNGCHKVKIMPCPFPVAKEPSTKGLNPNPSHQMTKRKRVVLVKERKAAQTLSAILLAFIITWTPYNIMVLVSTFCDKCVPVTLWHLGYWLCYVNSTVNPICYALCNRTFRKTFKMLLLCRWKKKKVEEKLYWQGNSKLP
# M4 ag – agonists of human muscarinic M4 receptor (CHRM4) | P08173 | CHO-K1 hM4/Gqi5, Fluo-8 calcium fluorescence; vehicle 0%, full acetylcholine response 100% | activation, % at 3 µM | 360,000 tested, 0.14% active | AID 624127;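 active means activation above the run mean over all test wells plus 3 SD, cut at about 32% in these data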;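 further: peak over basal fluorescence ratio per well then scaled between controls; 0% = DMSO wells and 100% = acetylcholine at EC100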
# CHRM5 agonist – agonists of human muscarinic M5 receptor (CHRM5) | P08912 | CHO-K1 hM5 cells, Fluo-8 calcium fluorescence; 0% DMSO wells, 100% maximal acetylcholine response | activation, % at 3 µM | 360,000 tested, 0.19% active;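 active means activation above the run's mean over test compounds plus 3 SD, cut at about 23% in these data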;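 further: signal is peak over basal fluorescence ratio across the kinetic read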
# CHRM1 agonist – activates human CHRM1 receptor; 360,000 tested, 0.33% active; activation, % at 3 µM; P11229; AID 588814; CHO-K1 hM1, Fluo-8 calcium fluorescence, agonist mode; 0% DMSO, 100% acetylcholine EC100;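 active means activation above the run's mean compound activation plus 3 SD, cut at about 16% in these data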;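 further: peak over basal fluorescence ratio within a 140 s kinetic read after compound addition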
# CHRM4 antagonist – blocks acetylcholine activation of human M4 receptor | P08173 | CHO-hM4 cells, ACh EC80, Fluo-8 calcium fluorescence | inhibition, % at 3 µM | 360,000 tested, 0.73% active | AID 624125;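 active means inhibition above its plate's cutoff, the mean inhibition of sample wells plus 3 SD, cut at about 27% in these data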;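 further: 0% = acetylcholine EC80 with DMSO and 100% = DMSO without agonist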
# CHRM5 PAM – CHRM5 positive allosteric modulation | P08912 | CHO-K1 hM5, Fluo-8 calcium, ACh EC20 PAM; 0% = ACh EC20, 100% = ACh EC100 | activation, % at 3 µM | 360,000 tested, 0.3% active;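 active means activation above the run cutoff, the mean activation of all test compounds plus 3 SD, cut at about 18% in these data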
#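 Probe or stimulus: acetylcholine, EC20 level; Assay system: human M5 receptor in CHO-K1 cells; Schedule: compound preincubation 140 s before EC20 acetylcholine addition; Technique: intracellular calcium via Fluo-8 fluorescence; Dosing: single-point, 3 µM nominal; Read-out basis: percent activation from peak-over-basal fluorescence ratio, scaled EC20-to-EC100 acetylcholine; Repeats: one well per compound, no replicates.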
# TAAR1 agonist – agonists of human TAAR1; Q96RJ0; CHO RD-HGA16 TAAR1, Fluo-8 calcium fluorescence; vehicle wells 0%, saturating PEA agonist 100%; activation, % at 3 µM; 360,000 tested, 0.99% active; AID 624467;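 active means activation above the mean activation of all test compounds in the run plus 3 SD, cut at about 38% in these data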
#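 System: CHO-derived RD-HGA16 cells with stable Gα16 and human TAAR1. Times: 17-24 h plating, Fluo-8 75 min 37 °C, 30 min RT. Measured by: calcium-sensitive Fluo-8 signal, excitation 470-495, emission 515-575 nm. Read-out basis: % activation relative to PEA EC100 response. Control set: DMSO and PEA EC100. Repeats: no replicates (n 1).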
# * hit, by the source's call; . = no result given. The list is partial; count on the stated rates, not on these rows.
Molecule	CHRM1 antagonist	CHRM5 PAM	CHRM5 agonist	TAAR1 agonist	CHRM1 agonist	M4 ag	CHRM1 PAM	CHRM4 antagonist	CHRM5 antagonist
Cc1c(C)c(C)c(S(=O)(=O)NCCc2ccccn2)c(C)c1C	-11	6	-2	1	-2	2	8	-5	-4
Cc1ccccc1Nc1nnc(SCC(=O)c2cc3ccccc3o2)s1	-10	2	-2	-1	-11	2	2	-18	-7
CN(C)C1CN(Cc2cn(Cc3ccccc3)nn2)S(=O)(=O)C1 (stereo unspecified)	.	-1	1	1	.	0	.	-7	1
COc1cccc(CNC(=O)CCn2c(=O)oc3ccccc32)c1	-5	2	1	10	-7	0	6	1	-1
Cc1ccc(C)c(S(=O)(=O)N2CCN(c3nc(CN4CCOCC4)nc4sc(C)c(C)c34)CC2)c1	4	-5	-6	9	-6	11	1	-8	7
CCOC(=O)c1c(-c2ccccc2Cl)csc1NC(=O)c1cc(S(=O)(=O)N2CCOCC2)ccc1C	-2	-6	-4	1	-10	0	5	-7	9
COC(=O)CSc1nc2c(cnn2-c2ccc(Cl)cc2)c(=O)[nH]1	-21	4	-3	-1	0	2	1	-17	-4
COc1ccc(CCN2CC(C(=O)Nc3nccs3)CC2=O)cc1OC (stereo unspecified)	1	5	2	2	-5	0	6	8	7
O=C(Nc1nnc(-c2ccc(Cl)cc2)o1)c1ccccc1Br	-14	-4	1	2	-3	1	8	1	1
CC(C)N1CCC(N2CCN(Cc3cccc4nonc34)CC2CCO)CC1 (stereo unspecified)	-4	2	-4	3	-6	0	4	3	3
CC1CC(C)CN(c2ncc3c(n2)CC(c2ccc(Cl)cc2)CC3=O)C1 (stereo unspecified)	-10	39*	6	4	-4	1	9	6	-6
O=C1CC(N2CCOCC2)C(=O)N1c1cc(Cl)cc(Cl)c1 (stereo unspecified)	-3	11	4	2	-4	0	5	-1	-10
COc1ccc(C(C)C)cc1S(=O)(=O)n1cnc(C)c1	-5	-7	-4	5	-5	-1	3	8	13
Cc1ccc(S(=O)(=O)N(C)C)cc1NC(=O)c1n[nH]c(=O)c2ccccc12	-11	-1	5	3	0	5	6	5	9
O=C1N=C(N2CCOCC2)S/C1=C\c1ccc(-c2ccccc2Cl)o1	-5	-2	1	1	-5	1	5	3	-6
COc1ccc([N+](=O)[O-])cc1NC(=O)Nc1cccc(Cl)c1	11	-6	1	5	-4	5	-6	-5	-1
COC(=O)c1ccc(N2C(=O)CC(SCC(=O)Nc3ccc(OC)cc3)C2=O)cc1 (stereo unspecified)	-14	2	1	5	0	1	13	0	-2
CCOc1cccc(/C=C(\C#N)C(=O)NC2CC2)c1	1	-5	2	0	-4	0	3	4	3
CCOC(=O)c1ccc(S(=O)(=O)Nc2ccc3cn[nH]c3c2)cc1	18	3	11	32	2	12	-4	-2	12
CCOc1ccccc1N1CCN(CC(O)COCc2cccs2)CC1 (stereo unspecified)	-3	8	-8	1	-11	3	-2	0	-6
CCCOc1ccc(/C(O)=C2/C(=O)C(=O)N(CCN(C)C)C2c2ccc(OC)c(OC)c2)cc1 (stereo unspecified)	-4	-1	0	6	-1	2	-3	-4	0
COc1ccccc1NC(=O)CCC(=O)N1CC(C)Oc2ccc(C)cc21 (stereo unspecified)	-3	-3	-1	0	-5	3	-2	2	3
Cc1cc(C)c(NC(=O)COc2cccnc2[N+](=O)[O-])c(C)c1	10	12	0	1	-5	0	0	6	0
O=c1c2ccccc2nc2n1C(CSc1ccccc1)CS2 (stereo unspecified)	10	7	3	7	-3	1	6	-8	5
CCOC(=O)CSc1nc(-c2ccc3c(c2)OCO3)ccc1C#N	-6	1	1	-3	0	0	9	-7	4

# Continuation.
Molecule	CHRM1 antagonist	CHRM5 PAM	CHRM5 agonist	TAAR1 agonist	CHRM1 agonist	M4 ag	CHRM1 PAM	CHRM4 antagonist	CHRM5 antagonist
Cc1ccc(-c2nnc3ccc(SCC(=O)NCc4ccco4)nn23)cc1	7	-3	1	1	-2	1	4	-1	6
CCOC(=O)Cc1nc(-c2ccccc2)n[nH]1	-12	3	-1	4	-4	0	9	2	-1
Cn1c(=O)n(C)c2cc(S(=O)(=O)Nc3cc(Cl)ccc3O)ccc21	-7	-5	1	8	-3	8	10	-4	-6
COCCN(C(=O)COc1ccccc1C#N)c1c(N)n(Cc2ccccc2)c(=O)[nH]c1=O	18	-5	1	1	-4	-1	-8	-1	6
CCN1CCN(c2ccc(S(=O)(=O)N3CCCCC3)cc2NC(=O)/C=C/c2ccc(OC)c(OC)c2)CC1	-6	0	5	3	0	1	1	-1	0
CCNC(=S)N1CCC(NC(=O)c2ccco2)CC1	-24	3	-2	0	-6	2	13	-2	6
O=C1C2C3C=CC(C3)C2C(=O)N1CCN1CCN(S(=O)(=O)/C=C/c2ccccc2)CC1 (stereo unspecified)	-7	3	1	11	-8	2	2	-5	5
CC1(C)Oc2nc3ccccc3n2/C1=C\C#N	-11	9	0	1	-3	1	5	8	-4
O=C(Nc1ccccc1-c1ccccc1)C1CCCC1	-10	0	-4	2	-5	1	9	3	7
O=C(CCn1c(=O)c2cccn2c2cccnc21)NCc1cccc(Cl)c1	-11	-4	-5	4	-1	1	6	2	-1
CC1(C)CC(=O)C=C(Nc2ccc(S(N)(=O)=O)cc2)C1	-9	10	-4	7	-7	0	11	-2	-8
CCN(CC)S(=O)(=O)c1ccc(Cl)c(C(=O)Nc2cc(C)nn2-c2ccccc2)c1	4	0	1	1	-4	4	7	-4	8
Nc1c(N(Cc2ccco2)C(=O)c2ccccc2F)c(=O)[nH]c(=O)n1Cc1ccccc1	6	-1	-1	3	-2	0	0	3	3
Cc1ccc(C(=O)Nc2ccc3[nH]c(=O)[nH]c3c2)c(C)c1	-3	8	-4	-1	-2	1	0	-2	1
COc1cc(OC)c(C(=O)NC23CC4CC(CC(C4)C2)C3)cc1OC	-7	1	4	0	-5	-1	6	3	5
c1cncc(-c2nc(NCc3ccco3)c3ccccc3n2)c1	5	-3	-8	13	-3	1	-1	-5	-6
CC(=O)N1CCN(S(=O)(=O)c2cccc(C(=O)OCC(=O)N3CC(=O)Nc4ccccc43)c2)CC1	-11	2	-3	2	-3	1	13	5	4
COc1ccc(NC(=O)Nc2ccc(F)cc2F)c(C)c1	-2	2	-6	3	-6	1	2	0	-4
COc1ccc(C(=O)NC(=S)Nc2ccc(Cc3ccncc3)cc2)cc1	-1	-5	1	15	-3	10	5	-5	-16
CN(CC(=O)Nc1ccc(F)cc1)C(=O)c1ccccc1Sc1ccccc1C#N	-10	2	-1	4	-2	9	10	1	-4
COc1ccccc1CNC(=O)C(C)NS(=O)(=O)c1ccc(Br)cc1 (stereo unspecified)	-20	3	-2	8	-4	1	1	-2	6
CC/C(O)=C1\C(=O)CC(C)(C)CC1=NCCc1nc2ccccc2[nH]1	-3	8	-1	2	0	3	5	2	3
Cc1sc2ncn(Cc3ccccc3F)c(=O)c2c1C	-8	3	-3	7	-9	2	10	0	-5
CCOC(=O)CSc1nnc(CNC(=O)c2cccs2)n1-c1ccccc1	-8	1	1	16	-5	1	6	8	-3
COc1cccc(CC(=O)OCC(=O)c2cc(OC)c(OC)c(OC)c2)c1	-2	-3	0	-1	-3	2	7	2	9

# (list continues)
Molecule	CHRM1 antagonist	CHRM5 PAM	CHRM5 agonist	TAAR1 agonist	CHRM1 agonist	M4 ag	CHRM1 PAM	CHRM4 antagonist	CHRM5 antagonist
CC1=Nc2ccccc2N=C(NC(=O)/C=C/C(=O)O)C1c1ccccc1 (stereo unspecified)	-15	-9	3	0	-3	2	8	-7	3
CCC(C(=O)NC(C)(C)C)N(C(=O)Cn1nnc(-c2ccccc2F)n1)c1cccc2c1CCCC2 (stereo unspecified)	-7	-3	-1	14	-3	0	9	7	-3
N=c1c(C(=O)NCC2CCCO2)cc2c(=O)n3ccccc3nc2n1Cc1ccc(F)cc1 (stereo unspecified)	6	1	-9	-1	-6	3	-5	3	-1
COc1nc(NC23CC4CC(CC(C4)C2)C3)nc(OC)n1	-10	6	-1	14	-3	-2	6	-4	-5
CN(CC(=O)O)Cc1oc(CO)cc(=O)c1O	-13	0	1	2	1	0	13	3	13
Cc1ccc(S(=O)(=O)c2nc(N3CCOCC3)sc2Cl)cc1	-30	-1	-5	6	-8	3	2	-7	-4
CCOC(=O)N/N=C\c1ccc(OC/C=C/c2ccccc2)c(OC)c1	6	-4	-5	-2	-3	5	0	-2	1
CCC(C)n1c(SCC(=O)Nc2cc(C)on2)nc2ccccc2c1=O (stereo unspecified)	-14	-2	-4	0	-3	1	9	-8	-1
COCCCNC(=S)N1CCN(c2nc(-c3ccccc3)cs2)CC1	3	-18	3	10	2	15	-7	-1	4
O=C(Cc1cccc(NC(=O)C2CCCN(C(=O)CCc3ccccc3)C2)c1)Nc1ccc(C(=O)N2CCOCC2)cc1 (stereo unspecified)	-5	10	-2	1	-5	0	2	9	-7
Cc1nc(SCC#N)c2c3c(sc2n1)CCC3	-11	5	-4	0	-7	0	2	1	-2
Cc1ccc(C)n1NC(=O)c1ccccc1O	3	-2	1	4	-1	0	-2	5	4
O=C(COc1ccc(Cl)cc1Br)NC(=O)NC1CCCC1	31*	-1	-1	1	-6	0	-17	0	-3
CCCSc1nc(C)c(C(C)=O)cc1C#N	-11	-1	-5	.	-4	-1	7	0	8
COc1cc(-c2[nH]ncc2CN2CCCC2c2nonc2C)cc(OC)c1OC (stereo unspecified)	-2	-3	-4	5	-7	1	8	-2	-1
Cc1ccc(C(=O)NCCc2nc3ccccc3[nH]2)cc1[N+](=O)[O-]	5	-5	2	14	-1	3	-6	-7	4
C[C@@H]1CCCCO[C@H](CN(C)C(=O)Nc2cccc3ccccc23)[C@@H](C)CN([C@H](C)CO)C(=O)c2cc(NC(=O)c3ccccc3)ccc2O1	-9	-1	-3	7	-9	2	-2	-7	3
CCN(CC)S(=O)(=O)c1ccc(Cl)c(C(=O)NCC2CCCO2)c1 (stereo unspecified)	18	0	2	6	0	4	-4	-7	-2
Cc1cccc(OCC(O)Cn2ccnc2C)c1 (stereo unspecified)	-2	15	-2	2	-5	1	8	4	-3
CC(=O)Nc1nc2n(n1)C(c1ccc(F)cc1)C=C(c1ccccc1)N2 (stereo unspecified)	-15	-2	-1	5	-1	0	-1	8	9
CCN1CCN(c2ccc(NC(=O)c3cccc4ncccc34)cc2)CC1	10	1	-3	7	-15	0	-9	2	-1
Cc1cccc(S(=O)(=O)N(C)C[C@@H]2OCc3cn(nn3)CCCC(=O)N([C@H](C)CO)C[C@H]2C)c1	-12	0	0	1	-4	0	7	-11	3

# High-throughput results as filed in PubChem.
